CCHFV vOTU inh = CCHFV vOTU protease inhibitors, primary screen, biochemical, Pep-AMC substrate, fluorescence. Crimean-Congo hemorrhagic fever virus L polyprotein viral ovarian tumor (vOTU) protease …. inhibition, % at 11.5 µM. 370,000 compounds, 0.55% hits; in the data active means inhibition above about 30%; further: 0% = vehicle wells with enzyme and 100% = no enzyme wells
PfHsp40 yeast = rescue of yeast from PfHsp40 toxicity, primary screen, S. cerevisiae, ATP luminescence; growth rescue, % at 12.5 µM; 340,000 compounds, 0.68% hits; S. cerevisiae expressing PfHsp40, growth rescue; in the data active means growth rescue above about 28%, passing the limit was not always enough;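 further: yeast W303a lacking pdr1 and pdr3 grown in galactose medium; growth measured after three days at 30 °C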
Vc quorum ag = inducers of Vibrio cholerae quorum light production without autoinducers, primary screen, BH1578 luxS cqsA deficient, single point; V. cholerae BH1578 lux reporter, luminescence, 6 h; activation, % at 18.7 µM; 350,000 compounds, 0.16% hits; in the data active means activation mostly above about 9.7%, no sharp cut-off; further: not every result past the cut was called active; inactives centre near 0; reference of the scale not given here
Yp Topo-I inh = Yersinia pestis topoisomerase I inhibitors, primary screen, biochemical, cleavage product accumulation, plate reader, single point. Y. pestis Topo-I cleavage product accumulation. activity, % at 10 µM. 360,000 compounds, 0.064% hits. AID 504884, 2011; in the data active means activity above about 50%, passing the limit was not always enough; further: inactives centre near 2
TcdB inh = TcdB glycohydrolase inhibitors, primary screen, biochemical, single point, plate reader; inhibition, % at 9.99 µM; 350,000 compounds, 0.24% hits; TcdB glycohydrolase enzymatic assay; AID 652162, 2013; Toxin B (Clostridioides difficile), P18177; in the data active means inhibition above about 10%
Anthrax LF prot = Bacillus anthracis LF protease inhibitors, primary screen, biochemical, multiplex microsphere, MLPCN library; Lethal factor (Bacillus anthracis), P15917; 360,000 compounds, 0.12% hits; inhibition, % at 10 µM; AID 588501, 2011; multiplex microsphere protease cleavage assay; further: plate controls were buffer without enzyme for full effect and enzyme alone for no effect
Target sequence (P15917 whole entry, looked up): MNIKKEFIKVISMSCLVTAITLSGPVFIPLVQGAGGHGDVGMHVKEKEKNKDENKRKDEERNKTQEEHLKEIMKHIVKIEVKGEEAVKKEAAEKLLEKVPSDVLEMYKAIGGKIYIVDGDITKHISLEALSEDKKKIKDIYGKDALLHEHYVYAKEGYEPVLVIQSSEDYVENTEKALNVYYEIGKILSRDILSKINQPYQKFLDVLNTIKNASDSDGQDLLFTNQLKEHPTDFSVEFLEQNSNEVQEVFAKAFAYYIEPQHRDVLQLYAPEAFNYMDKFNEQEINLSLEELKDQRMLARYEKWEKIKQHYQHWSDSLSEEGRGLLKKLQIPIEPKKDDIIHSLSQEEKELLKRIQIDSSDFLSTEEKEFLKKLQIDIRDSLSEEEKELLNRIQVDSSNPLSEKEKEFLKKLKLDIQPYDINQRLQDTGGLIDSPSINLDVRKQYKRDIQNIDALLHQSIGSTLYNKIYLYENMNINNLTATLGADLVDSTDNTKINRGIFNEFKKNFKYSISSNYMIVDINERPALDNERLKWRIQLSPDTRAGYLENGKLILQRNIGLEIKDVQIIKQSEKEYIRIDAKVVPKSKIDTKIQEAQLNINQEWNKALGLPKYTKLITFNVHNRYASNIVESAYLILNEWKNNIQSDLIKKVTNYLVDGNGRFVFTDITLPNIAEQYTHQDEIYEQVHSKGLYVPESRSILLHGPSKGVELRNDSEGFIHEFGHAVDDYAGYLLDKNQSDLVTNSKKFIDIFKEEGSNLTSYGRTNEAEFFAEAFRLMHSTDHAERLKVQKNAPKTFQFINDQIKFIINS
SSB-PriA inh = inhibitors of Klebsiella pneumoniae PriA binding to SSB C-terminal tail, primary screen, biochemical, AlphaScreen; AID 1272365, 2023; AlphaScreen SSBct-PriA binding, biotinylated peptide; 430,000 compounds, 0.6% hits; PriA–SSB C-terminal tail interaction (Klebsiella pneumoniae); inhibition, % at 33 µM; in the data active means inhibition mostly above about 37%, no sharp cut-off; inactive means mostly below about 20%;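 further: plate controls were negative control peptide for no effect and reference peptide for full effect; strong numbers were not always called active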
BoNT-A LC inh2 = BoNT/A light chain protease inhibitors, primary screen, biochemical, flow cytometry, MLPCN library; Botulinum neurotoxin type A light chain protease (Clostridium botulinum A str. ATCC 3502); multiplex microsphere protease substrate cleavage; inhibition, % at 10 µM; 360,000 compounds, 0.17% hits; further: plate controls were buffer without enzyme for full effect and enzyme alone for no effect
DUSP3 inh = VHR1 phosphatase inhibitors, primary screen, biochemical, absorbance, uHTS; Dual specificity protein phosphatase 3 (Homo sapiens), P51452; recombinant VHR phosphatase, pNPP absorbance; inhibition, % at 13.3 µM; 290,000 compounds, 0.52% hits; in the data active means inhibition above about 50%; further: some compounds called inactive have numbers as strong as hits
Target sequence (P51452 whole entry, looked up): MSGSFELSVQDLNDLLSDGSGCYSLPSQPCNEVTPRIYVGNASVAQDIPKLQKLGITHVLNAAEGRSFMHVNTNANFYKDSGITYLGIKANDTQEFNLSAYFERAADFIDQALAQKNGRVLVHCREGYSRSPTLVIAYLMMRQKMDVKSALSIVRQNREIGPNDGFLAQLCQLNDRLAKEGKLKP
3CLpro inhibitor = SARS-CoV 3CLpro protease inhibitors, primary screen, biochemical, quenched FRET; inhibition, % at 6 µM; Replicase polyprotein 1ab (Severe acute respiratory syndrome coronavirus), P0C6X7; recombinant SARS-CoV 3CLpro, quenched FRET peptide cleavage; 290,000 compounds, 0.14% hits; in the data active means inhibition above about 12%
* marks the source's active call; other numbers are inactive results; i = inactive; x = not tested or not shown; & = joins results of further samples. Unless noted, no stated cut-off is given here; in the data, active means inhibition above about 30%; inconclusive means no clear call, values can overlap the other calls; inactive means below that.

Second line of a record – CCHFV vOTU inh | PfHsp40 yeast | Vc quorum ag | Yp Topo-I inh | TcdB inh | Anthrax LF prot | SSB-PriA inh | BoNT-A LC inh2 | DUSP3 inh | 3CLpro inhibitor
COC(=O)c1cc(=O)n(Cc2ccc3c(c2)OCO3)c(=Nc2ccc(F)cc2)s1
→ 2.8 | -0.1 | i | -9.8 | -0.3 | -8.5 | -2.8 | -0.5 | 10.7 | -2.0
Cc1ccc(OCCCN2C(=O)C(=O)c3cc(C)ccc32)cc1
→ 1.3 | -0.1 | i | 17.1 | -1.4 | -3.0 | 11.4 | 0.4 | -0.9 | -2.8
CCN(c1ccccc1)c1cc2ccccc2c(=O)[nH]1
→ -12.8 | 1.3 | -1.2 | 10.6 | 1.3 | -1.5 | 4.8&5.0 | 0.2 | -16.8 | 9.2
CCC(CO)Oc1cc(NCc2ccccc2C(F)(F)F)c2ncn(C(C)C)c2c1 (configuration not stated)
→ 15.4 | -0.1 | i | 11.7 | 0.8 | -3.8 | 19.6 | 0.4 | x | x
O=C(CCCN1C(=O)CSc2ncccc21)N1CCN(c2cccc(C(F)(F)F)c2)CC1
→ -8.2 | -1.7 | i | 20.6 | x | -0.6 | -24.9 | -0.6 | 6.0 | -7.6
O=[N+]([O-])c1cccc(-c2n[nH]c(=S)n2-c2ccc(Br)cc2)c1
→ 4.5 | -1.3 | i | -5.4 | -0.7 | 1.2 | 1.8 | -1.4 | 9.3 | 3.0
Cn1c(N)c(N=O)c(=O)n(C)c1=S
→ 12.8 | 9.2 | i | 0.3 | 3.9 | 0.2 | -10.7 | 0.3 | x | x
CCS(=O)(=O)Nc1c(C(=O)OC)[nH]c2ccccc12
→ 0.0 | 0.1 | i | 12.8 | x | -20.1 | -3.3 | 3.8 | -7.7 | -1.9
COC(=O)c1cc(C(=O)N2CCc3ccccc32)cc([N+](=O)[O-])c1
→ 10.9 | 0.2 | i | -14.5 | 1.8 | 6.3 | 8.4 | -1.0 | 1.0 | 1.7
CCOc1ccc(Cn2nnc(C(=O)NCc3ccc(OC)cc3)c2N)cc1
→ -6.3 | -0.4 | -0.2 | 3.6 | -3.5 | -4.6 | -0.3 | 0.2 | 12.1 | -5.8
Cn1c(-c2ccccc2)cccc1=O
→ -3.6 | 0.4 | 2.5 | 7.5 | x | 0.5 | -5.5 | 0.3 | 0.0 | -0.1
O=C(CCC1CCCCC1)Nc1cc(C(F)(F)F)ccc1N1CCOCC1
→ 21.8 | -0.5 | i | 42.3 | -7.4 | 6.1 | -38.0 | 0.5 | x | x
CCOC(=O)N1CCC(NC(=O)CCS(=O)(=O)c2ccc3c(c2)CCN3C(=O)CC)CC1
→ 9.2 | 3.8 | 0.4 | 4.4 | x | x | -5.3 | x | -7.7 | 1.9
O=C(NNC(=S)Nc1ccccc1Cl)C1CC1
→ -5.9 | -0.2 | i | 1.5 | 0.2 | 0.7 | -3.7 | -1.3 | 47.6 | 0.1
COc1ccc(S(=O)(=O)N(C)c2ccc(C(=O)Nc3cccnc3)cc2)cc1OC
→ 5.1 | 0.0 | -0.4 | 7.1 | 0.3 | -1.9 | -4.3 | -2.1 | -0.2 | 3.4
O=C(CC(=O)c1ccccc1O)c1ccc(F)cc1
→ 5.4 | -0.3 | -3.3 | -2.5 | x | 3.7 | -3.1 | -0.8 | 8.3 | 3.8
CC12CC(=O)C3C(CCC4CC(=O)C=CC43C)C1CCC2=O (configuration not stated)
→ -1.1 | -1.5 | x | 4.2 | 0.9 | 1.1 | -16.2 | 0.0 | x | x
CC(=O)N1c2ccc(S(=O)(=O)CCC(=O)O)cc2CC1C (configuration not stated)
→ 4.6 | -0.6 | -0.4 | 1.3 | x | -1.5 | -16.2 | -0.7 | 22.8 | -4.2
O=C(Nc1ccc(C(F)(F)F)cc1)C1CCN(c2cnccn2)CC1
→ 4.2 | 0.1 | -0.3 | -8.1 | 1.4 | -0.5 | 0.3 | 0.0 | -2.4 | 0.0
CC(C)=NN1C(c2nonc2N)=NOC1(C)C
→ -2.6 | x | i | -5.4 | -2.3 | -8.6 | -9.4 | -0.2 | 36.0 | -4.1
CC(=O)/C(=N/Nc1ccccc1[N+](=O)[O-])N1CCCc2ccccc21
→ -3.6 | x | -0.5 | -5.7 | 0.6 | -28.2 | x | -10.9 | 12.0 | 2.9
Cc1ccc(/C=N/n2cnc3sc(C)c(C)c3c2=O)o1
→ -7.0 | 0.3 | -0.5 | 7.7 | 1.2 | 2.2 | x | -0.8 | -2.0 | 3.1
CC12CCC(=O)C=C1CCC1C2C(O)CC2(C)C1CCC21OCC1=O (configuration not stated)
→ 4.3 | 0.2 | i | 0.9 | 6.1 | -8.2 | -3.7 | 0.5 | x | x
Cn1c(=O)c(C(=O)NNC(=O)c2cccc(Cl)c2)c(O)c2ccccc21
→ -15.6 | 18.8 | -0.3 | 13.5 | 0.6 | -1.6 | -12.8 | 1.7 | 15.8 | -0.5
CCc1nc2c(OCc3cccc(OC)c3)cccn2c1N(C)C(=O)c1ccc(OC)cc1
→ 0.4 | x | -0.6 | 21.0 | 0.1 | -4.8 | x | -0.2 | x | x
Cc1cc(OC(=O)c2cccc(Cl)c2)c([N+](=O)[O-])c(=O)[nH]1
→ 8.1 | 0.7 | -0.4 | -9.2 | 1.8 | -3.6 | 3.3 | -1.2 | 8.0 | -3.7
CC(C)=CC(=O)N1CCCC(N2CCN(c3ccccc3C)CC2)C1 (configuration not stated)
→ -10.9 | 1.1 | 0.3 | 11.7 | -1.4 | -23.6 | -7.9 | 1.5 | -13.1 | -1.3
CCOc1ccc(N2CC(C(=O)Nc3cccc(C)c3C)CC2=O)cc1 (configuration not stated)
→ -0.1 | 0.2 | i | -1.6 | x | 0.0 | -14.6 | 0.5 | 3.4 | 3.1
Cc1cc(C)c(S(=O)(=O)N2CCC(C(=O)NCc3ccco3)CC2)c(C)c1
→ -1.2 | 1.4 | x | 12.3 | x | -13.3 | 2.9 | -0.3 | 0.1 | 1.6
CCNC(=S)N1CCC(C(=O)c2ccc3c(c2)OCCO3)CC1
→ 2.6 | -1.3 | -1.4 | 2.7 | 7.6 | -6.4 | -15.7 | -0.4 | 16.6 | -3.2
COc1cccc(/C=N/n2nnnc2N)c1
→ -12.6 | -0.4 | -2.0 | -10.5 | 0.3 | -6.0 | i | -0.7 | 8.7 | -0.8
O=C(O)c1ccc(F)c(S(=O)(=O)Nc2ccccc2)c1
→ -2.2 | -1.4 | i | -0.1 | x | 4.5 | -7.2 | 0.2 | 11.7 | 2.3
CC(C)NC(=O)NC(=O)COC(=O)C1(C)CC1(Cl)Cl (configuration not stated)
→ -3.1 | -1.5 | 0.2 | 1.1 | 1.7 | 3.3 | -6.7 | 1.2 | 24.4 | 1.3
COc1ccc(/C=N/n2cnn(Cc3ccccc3Cl)c2=S)cc1
→ 20.2 | -0.7 | -1.2 | 5.9 | 1.3 | -2.4 | x | -0.5 | -13.3 | 3.3
COc1cccc(OCc2nnc(SCC(=O)NCc3ccco3)n2CCc2ccccc2)c1
→ 2.9 | 0.5 | i | 10.3 | x | -3.1 | -6.8 | 1.2 | 28.0 | -2.5
CCc1c(C)nc2ncnn2c1N1CCC(C(=O)NCc2cccs2)CC1
→ 3.7 | 1.0 | -0.5 | -1.6 | 0.3 | -0.4 | -0.6 | 0.3 | 26.1 | -1.5
Cc1ccc(C(=O)CSc2nnc(C)s2)cc1
→ -11.2 | -0.1 | -0.2 | -4.6 | 0.6 | -0.3 | -3.2 | 0.2 | 4.6 | -0.3
Cn1c(SCC(=O)c2ccccc2)nnc1-c1ccccn1
→ 1.8 | -0.9 | -0.5 | -3.5 | 1.0 | 3.6 | -5.6 | 0.7 | 5.0 | 2.3
CC(C)(C)NC(=O)CSc1nc(-c2ccccc2)c(-c2ccccc2)[nH]1
→ 4.8 | -0.3 | i | -7.8 | x | -13.4 | 19.3 | 0.1 | -1.7 | 3.3
Cc1c(C(=O)N2CCCCC2)sc(NC(=O)C(C)C)c1C#N
→ -10.0 | -0.3 | i | -5.4 | 0.2 | -4.6 | -30.8 | -0.8 | 28.0 | 0.6

Gathered by group: those above with a COOH group.
Second line of a record – CCHFV vOTU inh | PfHsp40 yeast | Vc quorum ag | Yp Topo-I inh | TcdB inh | Anthrax LF prot | SSB-PriA inh | BoNT-A LC inh2 | DUSP3 inh | 3CLpro inhibitor
CC(=O)N1c2ccc(S(=O)(=O)CCC(=O)O)cc2CC1C (configuration not stated)
→ 4.6 | -0.6 | -0.4 | 1.3 | x | -1.5 | -16.2 | -0.7 | 22.8 | -4.2
O=C(O)c1ccc(F)c(S(=O)(=O)Nc2ccccc2)c1
→ -2.2 | -1.4 | i | -0.1 | x | 4.5 | -7.2 | 0.2 | 11.7 | 2.3

The listing continues:
Second line of a record – CCHFV vOTU inh | PfHsp40 yeast | Vc quorum ag | Yp Topo-I inh | TcdB inh | Anthrax LF prot | SSB-PriA inh | BoNT-A LC inh2 | DUSP3 inh | 3CLpro inhibitor
COC(=O)CSC1=C(C#N)C(c2ccccc2OC)C(C(=O)OC)C(=O)N1 (configuration not stated)
→ 21.7 | 0.0 | -2.1 | 5.8 | x | -2.5 | 9.5 | -0.4 | 2.8 | 0.0
CNC(=O)C1C2C=CC3(O2)C1C(=O)N(C1CC1)C3C(=O)NCc1ccc(OC)cc1 (configuration not stated)
→ 1.2 | -1.2 | 6.2 | 4.4 | x | -0.8 | -3.0 | 0.4 | -1.4 | 1.9
CCC/C=C/c1ccc(CN2C(C(C)C)C(=O)N(Cc3cn(CCC4OCCCO4)nn3)CCS2(=O)=O)cc1 (configuration not stated)
→ 13.2 | x | i | 26.0 | 0.3 | -10.3 | x | 0.6 | x | x
O=C(NCc1ccccc1)Nc1cccn(Cc2ccc(F)cc2)c1=O
→ -27.7 | -1.5 | -0.2 | 3.6 | x | 0.7 | 7.6 | 0.2 | -1.7 | -0.3
COc1ccc(C(CC(=O)NCc2ccccc2)Sc2n[nH]c(-c3ccccc3)n2)cc1 (configuration not stated)
→ 9.5 | 0.7 | 0.4 | -5.3 | 0.1 | 0.8 | -9.7 | -0.3 | -8.8 | -6.1
COc1ccc(CCNC(=O)C2CCCN(S(C)(=O)=O)C2)cc1OC (configuration not stated)
→ 6.6 | 0.2 | -0.4 | 1.6 | x | -1.8 | -1.4 | 0.5 | 33.4 | -4.0
CCOC(=O)C1=NN(c2ccc(F)cc2)C2=NC(C)=C(C(=O)OC)C(c3cccs3)N12 (configuration not stated)
→ 11.8 | -1.6 | -1.2 | 6.3 | x | 2.7 | x | 0.7 | x | -1.9
COc1ccc(Cl)cc1S(=O)(=O)N1CCCC(C(=O)NCCc2ccccc2)C1 (configuration not stated)
→ 5.4 | -0.3 | -0.5 | 26.9 | 1.1 | 1.8 | -5.2 | -0.1 | 24.0 | 0.8
COc1ccc(S(=O)(=O)N2CCC(C(=O)N3CCCCC3)CC2)cc1
→ 1.7 | -0.7 | -0.3 | 0.7 | 1.8 | -1.5 | -2.2 | 0.0 | 27.4 | 6.1
CCc1ccc(NC(=O)C2CCN(S(=O)(=O)c3c(C)noc3/C=C/N(C)C)CC2)cc1
→ 15.9 | -2.7 | i | 3.4 | -0.3 | -2.3 | 2.3 | -2.1 | 3.7 | 1.3

Assay outcomes: PubChem, several laboratories

This is a subset. The share of hits here may be higher or lower than overall.
